Screens as filed in PubChem BioAssay.
CXCR6 inh – inhibitors of human CXCR6 receptor; CHO-K1 PathHunter CXCR6 beta-arrestin, luminescence; inhibition, % at 20 µM; actives 0.36% (n = 360,000); AID 602244; in the data active = inhibition above about 34%, passing the limit was not always enough;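 also: antagonist mode with CXCL16 agonist at 10 nM final; 0% = 10 nM CXCL16 with DMSO and 100% = unstimulated wells without agonist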
Jurkat NFkB inh – lowers PMA/ionomycin-induced NF-kB signal in Jurkat cells. PMA/ionomycin-induced NF-kB luciferase reporter, luminescence. inhibition, % at 4 µM. actives 0.53% (n = 330,000); in the data active = inhibition above about 50%
697 NFkB inh – lowers PMA/ionomycin-induced NF-kB signal in 697 B cells | actives 0.33% (n = 330,000) | 697 B-cell NF-kB luciferase reporter, 16 h | inhibition, % at 4 µM; in the data active = inhibition above about 35%
Mdm2 MdmX PPI – disrupts the human Mdm2-MdmX interaction. O15151+Q00987. SaOS-2 split-luciferase Mdm2/MdmX complementation, luminescence. inhibition, % at 8 µM. actives 3% (n = 330,000);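 active = inhibition of at least 50% at 8 µM in the primary screen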
XBP1 UPR activ – adaptive UPR (XBP1) activation; CHO-XBP1 luciferase reporter, IRE1-XBP1 UPR activation, luminescence; percent of tunicamycin response, DMSO as zero; activation, % at 20 µM; actives 0.33% (n = 330,000);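 active = versus positive control, 20 µM dose yields 30% or more activation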;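 also: 100% = tunicamycin at 10 µg/mL and 0% = DMSO only wells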
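Material: CHO-XBP1 cells stably carrying IRE1-XBP1-driven luciferase reporter | Medium: F12 with 10% serum | Compound dosing: 20 µM single concentration, DMSO 1% | Incubation: Overnight seeding at 37 °C, 6 h compound treatment at 37 °C | Detection: Steady-Glo luminescence read | Read-out basis: % activation of reporter signal versus tunicamycin and DMSO controls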
CCR6 antagonist – antagonists of human CCR6 receptor | P51684 | CHO-K1 CCR6 PathHunter beta-arrestin, luminescence, CCL20-stimulated | inhibition, % at 20 µM | actives 0.49% (n = 340,000) | AID 493098;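 active = compounds whose inhibition of the agonist-driven luminescence signal at 20 µM reaches about 50%, limit read from the data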;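 also: cells stimulated with CCL20 at 14 nM final; plate controls were DMSO with CCL20 for no effect and DMSO without agonist for full effect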
Target sequence (P51684 whole entry, looked up): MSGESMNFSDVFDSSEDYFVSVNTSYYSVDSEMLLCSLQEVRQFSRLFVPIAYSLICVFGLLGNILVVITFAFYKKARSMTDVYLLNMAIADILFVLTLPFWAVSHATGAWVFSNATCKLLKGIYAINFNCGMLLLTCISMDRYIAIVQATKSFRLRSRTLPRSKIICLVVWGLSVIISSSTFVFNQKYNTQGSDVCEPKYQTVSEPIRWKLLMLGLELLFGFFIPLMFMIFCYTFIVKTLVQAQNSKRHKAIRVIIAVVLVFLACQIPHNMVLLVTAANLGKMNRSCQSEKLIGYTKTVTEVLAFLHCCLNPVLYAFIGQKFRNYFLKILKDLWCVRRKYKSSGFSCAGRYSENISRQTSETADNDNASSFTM
EBI2 antag – EBI2 (human) antagonism; P32249; EBI2 beta-arrestin recruitment, luminescence, 7a,25-OHC stimulated; inhibition, % at 5 µM; actives 0.81% (n = 360,000); AID 651636; in the data active = inhibition above about 38%;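 also: enzyme fragment complementation signal reports receptor beta-arrestin coupling in cells; 0% = agonist plus DMSO wells and 100% = wells without agonist; some results beyond the cut were filed as inactive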
Target sequence (P32249 whole entry, looked up, the tested form may be a part): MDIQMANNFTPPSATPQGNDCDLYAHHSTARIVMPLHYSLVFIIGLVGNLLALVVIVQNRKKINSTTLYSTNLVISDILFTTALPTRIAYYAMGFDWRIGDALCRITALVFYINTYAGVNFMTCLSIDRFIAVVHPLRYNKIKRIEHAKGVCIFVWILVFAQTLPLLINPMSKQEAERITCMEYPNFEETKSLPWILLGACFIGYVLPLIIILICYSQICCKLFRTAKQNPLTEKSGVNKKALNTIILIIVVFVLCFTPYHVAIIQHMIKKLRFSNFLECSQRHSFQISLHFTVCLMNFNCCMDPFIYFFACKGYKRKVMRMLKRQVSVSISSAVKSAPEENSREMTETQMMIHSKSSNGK
UPR CHOP act – activators of apoptotic arm of unfolded protein response (CHOP) | CHO-CHOP luciferase reporter, UPR activation, luminescence; percent of tunicamycin response over DMSO baseline | activation, % at 10 µM | actives 0.34% (n = 330,000) | AID 449763;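 active = at 10 µM dose, activation of 40% or more, normalized to positive control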;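 also: 100% = tunicamycin at 10 µg/mL and 0% = DMSO alone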
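Dosing – one dose, 10 µM in 0.5% DMSO · System – CHO-CHOP cells, stable luciferase reporter of PERK-eIF2a-CHOP signalling · Input – 500 cells/well · Control set – tunicamycin 10 µg/mL final as positive, DMSO-only wells as negative · Timing – 6 h compound treatment, 37 °C · Measure – % activation vs tunicamycin · Technique – luminescence read with Steady-Glo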
Gli-Sufu antag – blocks Gli-Sufu signaling in a luciferase reporter. inhibition, % at 5 µM. Sufu-KO-LIGHT fibroblasts, Gli luciferase reporter luminescence. AID 588413. actives 0.74% (n = 340,000);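 active = inhibition above about 55%, limit read from the data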;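 also: 0% = DMSO-treated cells and 100% = wells with medium but no cells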
* marks the source's active call; other numbers are inactive results; / = not tested or not shown; & = joins results of further samples.

[1] COCCn1cnnc1SCC(=O)c1ccc(S(=O)(=O)N2CCCC2)cc1
[2] Cc1onc(-c2c(Cl)cccc2Cl)c1NC(=O)NN(C)c1ccc([N+](=O)[O-])cn1
[3] CCOc1ncccc1C(=O)OCC(=O)NC1CC1
[4] O=C(CSc1nccc(=O)[nH]1)Nc1ccc2ccccc2c1
[5] COc1cc(C(=O)NNC(=O)c2cc(C)[nH]n2)cc(OC)c1OC
[6] Cc1cc(C)n(-c2ccc(C(=O)N3CC(C)OC(C)C3)cc2)n1 (configuration not stated)

assay / compound	1	2	3	4	5	6
Mdm2 MdmX PPI	-10	-36	-40	19	7	-4
697 NFkB inh	-23	-43	-16	8	15	-4
Jurkat NFkB inh	-18	-21	-10	4	2	6
XBP1 UPR activ	-1	-1	-2	0	0	-5
UPR CHOP act	-1.2	0.6	0.0	1.3	-0.7	1.8
EBI2 antag	-10	1	1	-2	-6	-10
Gli-Sufu antag	6	4	21	0	-2	3
CXCR6 inh	7	-5	-7	0	-6	0
CCR6 antagonist	-16	6	-7	5	5	13

[7] CCCCCCCCCCCCN1[C@@H](CC(=O)O)c2cc(C(F)(F)F)ccc2S1(=O)=O
[8] Cc1ccc(S(=O)(=O)N(Cc2nccn2C)C(C)C)cc1
[9] COc1ccc(S(=O)(=O)N2CCN(C(=O)c3cc(C)on3)CC2)cc1
[10] CC(C(=O)Nc1ccc(C#N)cc1)N(C)CC(=O)Nc1cccc(F)c1 (configuration not stated)
[11] CCOc1ccc(CCNC(=O)c2ccccc2OCc2c(C)noc2C)cc1OCC
[12] Cc1cc(OCC(=O)O/N=C(\N)c2ccccc2)ccc1Cl

assay / compound	7	8	9	10	11	12
Mdm2 MdmX PPI	7	-23	-8	-11	12	/
697 NFkB inh	-3	8	-15	5	-11	/
Jurkat NFkB inh	-8	11	-6	3	0	/
XBP1 UPR activ	3	2	-3	-2	-2	/
UPR CHOP act	0.7	0.1	-2.7	0.0	-0.3	/
EBI2 antag	-10	4	-13	-2	-3	4
Gli-Sufu antag	-2	6	6	-4	1	-14
CXCR6 inh	-1	5	-6	6	0	4
CCR6 antagonist	5	-2	-1	11	17	-4

[13] COc1ccccc1N1CCN(C(=O)CSc2ncnc3scc(-c4ccccc4)c23)CC1
[14] CN(C)c1ccnc2c[cH-]cc12.[Fe].c1ccc(-[c-]2[c-](-c3ccccc3)[c-](-c3ccccc3)[c-](-c3ccccc3)[c-]2-c2ccccc2)cc1 (configuration not stated)
[15] O=C(Cc1ccc(Br)cc1)NCCc1ccc(Cl)cc1Cl
[16] Nc1cccc2c1C(=O)N(CC(=O)NC13CC4CC(CC(C4)C1)C3)C2=O
[17] Cc1ccc(N(CCC#N)C(=O)CSc2ccc3c(c2)OCCO3)cc1
[18] C=CCN1C(=O)S/C(=C/c2ccc(Sc3nc4ccccc4[nH]3)o2)C1=O

assay / compound	13	14	15	16	17	18
Mdm2 MdmX PPI	33	98*	17	28	0	23
697 NFkB inh	1	8&-13	6	-16	4	-52
Jurkat NFkB inh	3	17&11	3	-2	-36	30
XBP1 UPR activ	-1	3&9	-3	-2	-1	0
UPR CHOP act	3.5	11&1.2	-0.5	-0.8	-1.3	0.8
EBI2 antag	17	2&7	28	4	4	3
Gli-Sufu antag	5	0&-9	2	-13	1	26
CXCR6 inh	0	16&28	-12	3	6	-1
CCR6 antagonist	11	3&21	1	-10	-27	10

[19] COc1cccc(N/C(N)=N/c2nc(C)cc(=O)[nH]2)c1
[20] COC(=O)CCc1ccc(O)cc1
[21] CN1CCN(CC(=O)Nc2ccc([N+](=O)[O-])cc2Br)CC1
[22] Oc1ccc(CN2CCCCC2)c2cccnc12
[23] CN1/C(=C\C(=O)c2ccco2)c2ccccc2CC1(C)C
[24] COc1ccc(/C=C(\C#N)C(=O)OCC(=O)Nc2c(C)cccc2C(C)C)cc1

assay / compound	19	20	21	22	23	24
Mdm2 MdmX PPI	0	-9	7	50	10	14
697 NFkB inh	13	13	-21	-19	-8	-14
Jurkat NFkB inh	6	18	-6	20	15	-3
XBP1 UPR activ	-1	3	-3	17	-2	-1
UPR CHOP act	1.0	0.9	1.2	7.4	0.0	-1.7
EBI2 antag	0	-4	-9	22	1	-9
Gli-Sufu antag	9	-1	2	14	13	-1
CXCR6 inh	0	1	-10	1	5	2
CCR6 antagonist	2	-5	6	16	12	-6

[25] CCC1CCC(C(=O)NC(C(=O)NCCN2CCOCC2)C(C)C)CC1 (configuration not stated)
[26] CC(C)(C)c1ccc(/C=N/Nc2ccc(C(=O)O)cc2)cc1
[27] CCCn1ccc(O)c(Cc2ccc(Cl)cc2)c1=O
[28] N#CC1=C(N)Oc2n[nH]c(-c3ccc(F)cc3)c2C1c1cccc(OC(=O)N2CCOCC2)c1 (configuration not stated)
[29] CCN(CC)C(=O)C(C)N(C#N)c1nc(SC)nc(N(C)C)n1 (configuration not stated)
[30] CCOCCCNC(=O)c1ccc2c(=O)n(CCCOCC)c(=S)[nH]c2c1

assay / compound	25	26	27	28	29	30
Mdm2 MdmX PPI	-9	31	16	14	0	20
697 NFkB inh	7	-277	7	19	15	-23
Jurkat NFkB inh	10	59*	9	-7	6	-10
XBP1 UPR activ	0	-5	-2	-1	0	1
UPR CHOP act	2.7	-8.7	2.1	-1.7	-1.0	-0.4
EBI2 antag	-6	-11	6	3	-17	1
Gli-Sufu antag	8	-10	-2	11	7	-5
CXCR6 inh	-2	-6	4	3	-3	4
CCR6 antagonist	2	-8	5	11	11	9

[31] O=C(/C=C/c1ccc(O)c(O)c1)c1ccccc1O
[32] CCNc1nc(NCC)nc(N/N=C/c2ccc(Br)cc2)n1
[33] Cc1ccc(F)c(NC(=O)/C(C#N)=C(\O)c2ccc(C(C)(C)C)cc2)c1
[34] CC(C)CCN1CCN(Cc2cc3ccccc3[nH]2)CC1CCO (configuration not stated)
[35] COc1ccccc1NC(=O)N1CCc2[nH]c3ccc(Cl)cc3c2C1
[36] COc1cc2c(cc1OC)C(c1cc3cc(C)ccc3[nH]c1=O)N(C(=O)c1ccco1)CC2 (configuration not stated)

assay / compound	31	32	33	34	35	36
Mdm2 MdmX PPI	-74	10	-17	-14	34	5
697 NFkB inh	-276	-6	-39	-5	-3	11
Jurkat NFkB inh	-18	6	-1	9	25	-13
XBP1 UPR activ	5	5	2	-3	3	4
UPR CHOP act	93*	-0.7	0.1	-0.1	0.8	1.4
EBI2 antag	6	1	-8	-2	10	-4
Gli-Sufu antag	12	17	18	10	5	10
CXCR6 inh	22	1	3	-7	-12	0
CCR6 antagonist	52*	15	-11	18	7	7

Entries of single compounds, looked up by structure.
Listed for `CCNc1nc(NCC)nc(N/N=C/c2ccc(Br)cc2)n1` = Mdm2 MdmX PPI = 10; 697 NFkB inh = -6; Jurkat NFkB inh = 6; XBP1 UPR activ = 5; UPR CHOP act = -0.7; EBI2 antag = 1; Gli-Sufu antag = 17; CXCR6 inh = 1; CCR6 antagonist = 15
Listed for `CC(C)CCN1CCN(Cc2cc3ccccc3[nH]2)CC1CCO` (configuration not stated) = Mdm2 MdmX PPI = -14; 697 NFkB inh = -5; Jurkat NFkB inh = 9; XBP1 UPR activ = -3; UPR CHOP act = -0.1; EBI2 antag = -2; Gli-Sufu antag = 10; CXCR6 inh = -7; CCR6 antagonist = 18
Listed for `O=C(/C=C/c1ccc(O)c(O)c1)c1ccccc1O` = Mdm2 MdmX PPI = -74; 697 NFkB inh = -276; Jurkat NFkB inh = -18; XBP1 UPR activ = 5; UPR CHOP act = 93*; EBI2 antag = 6; Gli-Sufu antag = 12; CXCR6 inh = 22; CCR6 antagonist = 52*

Carrying on.
[37] Nc1ccc2c(c1)C(=O)c1cc([N+](=O)[O-])ccc1-2
[38] CCC(=O)N(Cc1cc2cc(OC)ccc2[nH]c1=O)c1ccc(C)cc1C
[39] COc1cccc(-c2cccc(NC(=O)C3CCN(Cc4cccc(C)n4)CC3)c2)c1
[40] COCCn1c(=S)[nH]c2cc(C(=O)NCCc3ccccc3)ccc2c1=O
[41] CC(C)(C)C1CCc2nc(NC(=O)Cc3cn4ccsc4n3)sc2C1 (configuration not stated)
[42] CC1CCN(C(=O)c2cccc(S(=O)(=O)N3CCCc4ccccc43)c2)CC1

assay / compound	37	38	39	40	41	42
Mdm2 MdmX PPI	/	18	19	12	9	17
697 NFkB inh	/	7	8	-4	-51	16
Jurkat NFkB inh	/	1	12	-5	-26	5
XBP1 UPR activ	/	0	-7	-2	4	-4
UPR CHOP act	/	0.6	0.7	2.3	6.0	0.7
EBI2 antag	-7	-4	-17	-14	14	5
Gli-Sufu antag	-1	5	-7	-11	-27	8
CXCR6 inh	8	6	-2	2	7	12
CCR6 antagonist	4	11	2	11	-3	17

[43] COc1ccc(NC(=O)N2CCC(C(=O)c3ccc4c(c3)OCCO4)CC2)cc1
[44] O=C1C[C@@H]2c3c(cccc3CN1Cc1ccc(Br)cc1)C[C@@H](O)[C@H]2O
[45] CC(=O)c1cccc(NC(=O)Nc2cccs2)c1
[46] COc1ccccc1NC(=O)C1CCCN(C(=O)Nc2ccc(F)cc2)C1 (configuration not stated)
[47] CC(Nc1cc(=O)n(C)c(=O)[nH]1)c1ccccc1 (configuration not stated)
[48] Cc1cc(Cl)c(OCCCCNC(C)(C)C)c(Br)c1

assay / compound	43	44	45	46	47	48
Mdm2 MdmX PPI	36	/	27	4	10	1
697 NFkB inh	-11	/	13	-1	13	-18
Jurkat NFkB inh	-18	/	-6	1	-2	-23
XBP1 UPR activ	-2	/	-4	-2	0	-2
UPR CHOP act	1.0	/	0.2	0.2	-1.0	0.1
EBI2 antag	34	-3	4	4	-4	/
Gli-Sufu antag	-22	-7	-20	21	-12	/
CXCR6 inh	1	-2	0	-11	-8	/
CCR6 antagonist	8	8	2	3	8	/

[49] COc1ccc(CNC(=O)CCC(=O)N2CC(C)Oc3ccccc32)cc1 (configuration not stated)
[50] COc1ccc(C(=O)Nc2cnc3sc(C)nn3c2=O)cc1
[51] O=c1n(-c2ccccc2)c(=O)n(Cc2ccccn2)n1Cc1ccccn1
[52] CCOC(=O)CSc1nc(N)cc(=O)[nH]1
[53] CN(CC(=O)NC(=O)NC1CCCCC1)c1ccccc1

assay / compound	49	50	51	52	53
Mdm2 MdmX PPI	6	-8	-17	12	15
697 NFkB inh	19	-2	-7	10	14
Jurkat NFkB inh	5	-26	7	-1	-3
XBP1 UPR activ	-1	-1	-3	-1	-3
UPR CHOP act	0.0	3.0	1.4	-0.6	2.5
EBI2 antag	1	-7	-8	-2	-1
Gli-Sufu antag	17	-6	2	0	-3
CXCR6 inh	3	-10	-3	3	8
CCR6 antagonist	-1	-1	8	35	-4
